# Screening data deposited in PubChem BioAssay by several laboratories.
# FAK inh: inhibitors of human focal adhesion kinase. Q05397. hit rate 0.84% among 97,000. biochemical FAK kinase activity assay. inhibition, %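 (tested at 7 µM)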; in the data active means inhibition above about 19%;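 further: 0% = DMSO and 100% = reference compound high control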
# PLK1 PBD inh: blocks phosphopeptide binding to human Plk1 polo box domain; P53350; Plk1 PBD phosphopeptide binding, fluorescence polarization; inhibition, %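 (tested at about 20 µM)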; hit rate 0.13% among 97,000; AID 693; in the data active means inhibition above about 34%, passing the limit was not always enough
# HIV Rev-RRE inh: HIV Rev-RRE protein-RNA interaction inhibition | hit rate 0.79% among 97,000 | Rev peptide-RRE RNA binding, FRET | P05866 | inhibition, % at 8 µM;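 active means inhibition above the screen-wide mean plus 3 SD, cut at about 35% in these data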;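 further: 0% = median DMSO wells and 100% = median Neomycin B control wells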
# Target sequence (P05866 whole entry, looked up): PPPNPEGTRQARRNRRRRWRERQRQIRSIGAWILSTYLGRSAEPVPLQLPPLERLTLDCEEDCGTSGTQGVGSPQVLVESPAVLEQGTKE
#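 Assay system: Rev peptide and RRE RNA, both fluorescently labelled; times: 5 min preincubation and 15 min binding, 25 °C; detection: FRET, ex 480 nm, em 540 and 671 nm; read-out basis: % inhibition from 671/540 nm acceptor-to-donor ratio, scaled between controls; benchmarks: DMSO low control, neomycin B high control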
# S1P2 blocker: S1P2 (human) receptor antagonism | inhibition, % at 5 µM | O95136 | cell-based S1P2 antagonist assay, inhibition at 5 uM | hit rate 0.21% among 97,000; in the data active means inhibition above about 45%;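 further: CRE beta-lactamase reporter cells expressing human S1P2 stimulated with S1P; 0% = agonist at EC80 alone and 100% = agonist plus reference antagonist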
# Target sequence (O95136 whole entry, looked up): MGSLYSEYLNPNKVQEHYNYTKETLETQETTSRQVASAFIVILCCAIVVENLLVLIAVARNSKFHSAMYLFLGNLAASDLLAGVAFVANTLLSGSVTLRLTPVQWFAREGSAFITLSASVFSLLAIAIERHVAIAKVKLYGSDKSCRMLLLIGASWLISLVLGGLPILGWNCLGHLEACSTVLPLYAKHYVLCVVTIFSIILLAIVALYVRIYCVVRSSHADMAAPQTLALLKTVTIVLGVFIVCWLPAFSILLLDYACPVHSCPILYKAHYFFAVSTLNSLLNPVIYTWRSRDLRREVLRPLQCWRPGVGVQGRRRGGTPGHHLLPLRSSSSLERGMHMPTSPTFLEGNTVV
# MT1-MMP txn act: MT1-MMP promoter transcription activation; activation factor at 10 µM; HT1080 MT1-MMP promoter luciferase reporter, luminescence, overnight; hits give high values; hit rate 0.16% among 86,000;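 active means activation factor of at least 2 for MT1-MMP transcription at 10 µM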
# EphB4 ephrin blk: EphB4-ephrin-B2 interaction antagonism | EphB4 LBD / TNYL-RAW-Alexa532 peptide, fluorescence polarization | inhibition, % at 7 µM | hit rate 0.15% among 97,000 | AID 720;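 active means inhibition above the screen-wide mean inhibition plus 3 SD, cut at about 15% in these data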;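 further: 0% = DMSO wells and 100% = excess unlabeled TNYL-RAW peptide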
# S1P2 agonist: S1P2 (human) receptor agonism; O95136; S1P2-expressing cell line, agonist reporter read-out; hit rate 0.46% among 97,000; activation, % at 4.5 µM; in the data active means activation above about 16%;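 further: 0% = vehicle low control and 100% = maximal reference agonist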
# PLAP act: activates human placental alkaline phosphatase; AID 696; activation fold at 20 µM; P05187; purified PLAP enzyme, luminescent substrate read-out; hits give high values; hit rate 1.2% among 96,000; in the data active means activation fold above about 2
# Target sequence (P05187 whole entry, looked up): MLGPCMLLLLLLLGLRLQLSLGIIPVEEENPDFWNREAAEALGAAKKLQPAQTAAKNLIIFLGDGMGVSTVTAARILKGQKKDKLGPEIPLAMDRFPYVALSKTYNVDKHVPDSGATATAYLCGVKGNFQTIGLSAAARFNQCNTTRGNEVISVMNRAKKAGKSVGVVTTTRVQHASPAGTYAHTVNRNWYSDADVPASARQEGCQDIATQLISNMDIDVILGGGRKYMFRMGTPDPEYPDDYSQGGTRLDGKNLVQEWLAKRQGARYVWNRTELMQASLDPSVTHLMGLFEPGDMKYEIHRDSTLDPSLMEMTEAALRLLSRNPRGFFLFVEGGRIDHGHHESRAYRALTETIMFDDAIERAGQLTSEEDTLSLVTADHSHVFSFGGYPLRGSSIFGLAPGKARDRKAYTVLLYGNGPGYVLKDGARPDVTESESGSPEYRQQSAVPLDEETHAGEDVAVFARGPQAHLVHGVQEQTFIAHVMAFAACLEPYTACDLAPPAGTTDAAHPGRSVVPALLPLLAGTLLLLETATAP
# PLK1 inh: inhibitors of human PLK1 kinase | recombinant PLK1 kinase, TR-FRET peptide phosphorylation | inhibition, % at 10 µM | hit rate 0.53% among 97,000 | AID 619;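 active means inhibition of 50% or more in the single-concentration screen; inactive means inhibition below 50%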;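 further: 0% = DMSO max control and 100% = H-89 dihydrochloride min control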
# * = called active by the depositor; · = no result given. This is a random part of the collection, and some 3.9% of all compounds hit somewhere here.
SMILES,FAK inh,PLK1 PBD inh,HIV Rev-RRE inh,S1P2 blocker,MT1-MMP txn act,EphB4 ephrin blk,S1P2 agonist,PLAP act,PLK1 inh
O=C(O)CC(C(=O)OC1CCCCC1)N1CCOCC1 (stereo unspecified),-1,-14,5,-15,1.1,2,-1,0.9,-11
COc1cccc(C2C3=C(CC(C)(C)CC3=O)OC(N)=C2[N+](=O)[O-])c1 (stereo unspecified),1,-2,-2,12,·,0,-5,0.9,-5
Fc1cccc(-c2nn[nH]n2)c1,0,1,8,0,1.1,2,0,1.1,-8
COC(=O)c1ccc(N2C(=O)CC(N(C)CCc3ccc(OC)c(OC)c3)C2=O)cc1 (stereo unspecified),2,2,1,-7,1.1,2,-5,1.6,3
O=C(NCC1CCCO1)c1ccccc1 (stereo unspecified),0,12,7,12,1.2,1,-1,1.2,-7
CCCS(=O)(=O)NCCc1cc2cc(C)c(C)cc2[nH]c1=O,8,-15,5,-1,1.2,3,-4,·,-17
CC(=O)c1cccc(NC(=O)CN(C2CCCCC2)S(C)(=O)=O)c1,-3,-6,5,13,1,9,-7,1,-5
COc1ccc(CNc2ccc(S(N)(=O)=O)cc2)c(OC)c1OC,1,-23,7,20,1,2,-7,0.8,-11
CCn1c(N)c(C(=O)NCC2CCCO2)sc1=S (stereo unspecified),0,-15,5,1,1.2,0,-3,1,4
CC(=O)N1c2ccccc2C(C)(c2ccccc2)CC1(C)C (stereo unspecified),-3,-1,9,-29,1,3,-3,1,-15
O=C(Nc1ccc(Cl)cc1)c1ccsn1,4,9,3,11,1.3,4,0,1,-1
O=C(Nc1ccccc1)N(C1=NCCCCS1)c1ccccc1,1,7,9,5,1.2,-1,-5,0.9,-4
Cc1ccc(-c2nnn(CC(=O)N(c3ccccc3)C(C(=O)NC3CCCC3)c3ccco3)n2)o1 (stereo unspecified),6,-12,11,19,1.1,-4,-2,0.6,-6
COc1ccc(NC(=O)c2cccnc2Cl)c(S(=O)(=O)N2CCOCC2)c1,0,11,9,-9,1.2,-1,-2,0.8,-11
CS(=O)(=O)N1CCCC(C(=O)NCc2ccccn2)C1 (stereo unspecified),-10,-5,8,14,1,2,-6,1,-7
O=C(Nc1cccc(F)c1)/C(=C\c1cccnc1)NC(=O)c1cccs1,1,-8,6,9,·,11,-4,1,-7
CSCCC(=O)N1C(C)CCCC1C(=O)O (stereo unspecified),0,-40,4,13,1.2,-3,-3,1,-11
O=C(COc1ccc2ccccc2c1Br)NNC(=O)Nc1ccccc1,-140,11,0,11,·,-6,-7,1.1,-20
CCOC(=O)Cn1c(S(=O)(=O)Cc2ccc(Cl)cc2)nc(-c2ccccc2)c1-c1ccccc1,-1,-18,11,18,·,6,-5,1.2,-15
COc1ccccc1/C=N/n1c(N)c(S(=O)(=O)c2cccs2)c2nc3ccccc3nc21,1,3,9,-13,1.3,-5,-4,1.2,-7
COc1ccc(NC(=O)CSc2nc(NS(=O)(=O)c3ccccc3)cc(=O)[nH]2)cc1,2,22,2,17,1.1,-2,0,1,-5
Cn1c(=O)c2cc(S(=O)(=O)NCCC(=O)Nc3ccccc3F)ccc2n(C)c1=O,1,3,-1,-9,1,-3,-1,1,1
N#CCCN1CCN(Cc2cc(-c3ccccc3)ccc2O)CC1,-3,-11,4,-7,1.2,-6,1,1.2,-1
COc1ccc(C(=O)c2ccc(OC)c(OC)c2)cc1OC,-5,-4,0,7,1.1,-4,0,0.9,1
CCOC(=O)C1C(=O)Oc2ccc3ccccc3c2C1C1CCOC1=O (stereo unspecified),1,11,2,5,1.1,-1,-1,1.5,63*
Cc1cc(C(=O)COC(=O)C2=NNC(=O)CC2)c(C)n1-c1ccccc1,2,-4,-1,3,1,0,-4,1,-9
CC1(C)N=C(N)N=C(N)N1c1ccc(C(=O)O)cc1,1,19,7,-5,·,-2,-4,1,-3
O=C(CN1C(=O)c2ccccc2C1=O)Nc1ccc(N2CCOCC2)cc1,5,9,3,14,1.2,7,-5,0.8,-12
O=C(NCCC1=CCCCC1)C1CC(=O)N(C2CCCCC2)C1 (stereo unspecified),1,-11,2,3,1.1,5,-3,1.2,-16
CCn1c(SCC(=O)N2CCCCC2C)nnc1-c1ccc(S(=O)(=O)N2CCN(C)CC2)cc1 (stereo unspecified),-3,-28,8,-1,1.1,5,-7,1.6,-6
COc1cc2c(cc1NC(=O)COc1ccc3ccccc3c1)oc1ccccc12,0,12,5,4,·,1,-1,1.2,-42
CCOC(=O)c1ccc(NC(=O)c2nn(C)cc2Br)cc1,6,5,5,-15,1.5,-2,-6,0.9,12
CCOC(=O)c1cc2c(=O)n3ccccc3nc2n(CCCOC)c1=NC(=O)C(C)(C)C,12,-10,11,-43,·,7,33*,1.2,-11
Cn1nc(OCC(N)=O)ccc1=O,-1,11,0,9,1.1,-2,-4,·,-8
O=C(CN1C(=O)c2ccccc2S1(=O)=O)Nc1cccnc1,-3,-10,7,9,1,0,0,·,-12
O=C(COc1ccccc1Cl)N1CCN(c2ncccn2)CC1,10,-1,8,20,1,8,-5,1.3,-3
O=C(Cc1ccc(Br)cc1)NC1CCCCC1,1,-11,-1,2,1.4,-5,-4,0.9,2
CCc1ccc(CNCCNCC(C)O)cc1 (stereo unspecified),-3,7,0,-4,·,-1,-6,0.9,10
COc1ccc(Cn2nnnc2CN2CCOCC2)cc1,6,4,8,5,1,-2,-11,·,-16
CCOC(=O)C1=C(C)C(c2ccccc2)NC(=S)N1 (stereo unspecified),7,20,5,13,·,5,0,0.9,-7
O=[N+]([O-])c1ccc(Cl)c(-c2ccc(/C=N/c3c(-c4ccco4)nc4ccccn34)o2)c1,-5,12,-1,10,·,-4,-8,0.8,-9
COc1cccc(C(=O)Nc2nc3c(c(=O)[nH]2)CCCC3)c1,0,9,11,-4,1.2,3,-11,1.8,-4
C=CCOn1c(=O)c(-c2ccc(OC)c(OC)c2)[n+]([O-])c2ccccc21,2,-20,8,-45,1.2,-1,-2,1,10
COc1ccc(NC(=O)C2CCN(c3cc(C)nc(-c4ccccc4)n3)CC2)cc1,1,-3,12,-5,1,-5,-3,1.9,-13
COC(=O)CN(c1ccc(C)c(Cl)c1)S(C)(=O)=O,-2,8,2,1,1.1,-3,-2,1.4,-19

# S1P2 agonist, entries above that show a hit
SMILES,FAK inh,PLK1 PBD inh,HIV Rev-RRE inh,S1P2 blocker,MT1-MMP txn act,EphB4 ephrin blk,S1P2 agonist,PLAP act,PLK1 inh
CCOC(=O)c1cc2c(=O)n3ccccc3nc2n(CCCOC)c1=NC(=O)C(C)(C)C,12,-10,11,-43,·,7,33*,1.2,-11

# Remaining list, next part.
SMILES,FAK inh,PLK1 PBD inh,HIV Rev-RRE inh,S1P2 blocker,MT1-MMP txn act,EphB4 ephrin blk,S1P2 agonist,PLAP act,PLK1 inh
CC(=O)N1CCC(C(=O)Nc2nc(-c3ccccc3)ns2)CC1,1,18,1,6,1.2,-9,-1,·,-5
CCCC(=O)Nc1nc2ccc3nc(C)sc3c2s1,16,8,1,-15,1.1,3,-10,0.8,4
Cc1cccc(C(=O)Oc2ccccc2C2C[C@]3(C)CC(=O)NC3N2C(=O)c2cccc(C)c2)c1 (stereo partly specified),2,8,-2,-19,1.2,4,0,1.6,-8
Cc1nc(SCc2c(F)cccc2Cl)n[nH]1,0,-3,0,-10,1.2,-7,-2,1.8,-5
COc1ccc(-c2cn3ccc4ccccc4c3n2)cc1,1,-16,0,2,2.5*,-4,-1,·,-11
CCOc1cc(C(=O)Nc2ccc(N3CCN(S(C)(=O)=O)CC3)cc2)cc(OCC)c1OCC,-1,6,0,11,1,-7,0,0.9,-17
CCOC(=O)N1N=C(c2ccccc2)CC1(O)C(F)(F)F (stereo unspecified),1,24,-1,-13,·,-4,0,1,-12
O=C(NCc1cc(C(F)(F)F)cc(C(F)(F)F)c1)C1CC(c2ccccc2[N+](=O)[O-])=NO1 (stereo unspecified),1,25,19,-2,·,-5,-4,0.8,-9
CCn1c(CSc2nnc(C)n2-c2ccccc2)nc2cc(S(=O)(=O)N(C)C)ccc21,-1,-16,-2,20,1.2,3,1,1.6,1
O=C(CCC(=O)OCC(=O)c1ccc(F)cc1)NC1CCCCC1,-1,-28,5,-4,·,-10,-1,1,-8
Cn1c(-c2ccccc2)cnc1SCC(=O)NCc1ccco1,0,-6,5,-16,1.1,2,-1,0.9,-4
Cc1cnc(C(=O)OCC(=O)NCc2ccccc2)cn1,4,-18,7,8,1.1,0,-7,1,-9
Cc1ccc2sc(-c3ccc(NC(=O)c4cc(-n5cnnc5)ccc4Cl)cc3)nc2c1,-1,-12,-2,7,·,-3,0,1.5,1
Cc1cnn(-c2cc(N/N=C/c3ccccc3Cl)ncn2)c1,1,3,-4,-12,·,-1,-5,0.9,29
COC(=O)c1nc(N)sc1-c1ccccc1,-3,-17,-3,12,1,-6,-5,0.8,-6

# Entries of single compounds from above. Order of screens: FAK inh, PLK1 PBD inh, HIV Rev-RRE inh, S1P2 blocker, MT1-MMP txn act, EphB4 ephrin blk, S1P2 agonist, PLAP act, PLK1 inh
# Listed for CCn1c(CSc2nnc(C)n2-c2ccccc2)nc2cc(S(=O)(=O)N(C)C)ccc21 → -1, -16, -2, 20, 1.2, 3, 1, 1.6, 1
# Listed for CCCC(=O)Nc1nc2ccc3nc(C)sc3c2s1 → 16, 8, 1, -15, 1.1, 3, -10, 0.8, 4
# Listed for Cc1cnn(-c2cc(N/N=C/c3ccccc3Cl)ncn2)c1 → 1, 3, -4, -12, ·, -1, -5, 0.9, 29

# Next section
SMILES,FAK inh,PLK1 PBD inh,HIV Rev-RRE inh,S1P2 blocker,MT1-MMP txn act,EphB4 ephrin blk,S1P2 agonist,PLAP act,PLK1 inh
O=C(NCCN1CCOCC1)NC1(C(F)(F)F)Oc2ccccc2O1,-2,8,1,20,1.2,-1,-3,0.9,-4
Cc1ccc(S(=O)(=O)N2CCC(C(=O)N[C@H](C(=O)NC3CCS(=O)(=O)C3)C(C)C)CC2)cc1 (stereo partly specified),-6,-7,-5,-17,·,-4,-5,1.1,-4
COC(=O)CNC(=O)CN1C(=O)N(c2cccc(Cl)c2)C(N(O)C(=O)Nc2cccc(Cl)c2)C1(C)C (stereo unspecified),1,-14,6,16,1.1,-9,-10,1.2,-14
CC(C)c1nnc(NC(=O)C2c3ccccc3Oc3ccccc32)s1,0,10,14,-21,·,5,-3,0.9,1
Cc1ccc(NC(=O)N(Cc2cc3cc(C)cc(C)c3[nH]c2=O)CC2COCCO2)cc1 (stereo unspecified),4,18,6,27,1.1,-1,-1,1.4,8
CCC(C)c1ccc(OCCn2cc(/C=N/NC(=O)CSc3nnc(C)s3)c3ccccc32)cc1 (stereo unspecified),1,-14,6,0,1.1,-4,-4,1.6,-5
CCn1c2ccccc2c2nnc(SCC(=O)Nc3ccc4c(c3)OCO4)nc21,1,8,4,11,1.1,0,-2,1,-12
O=C(NC(NCC1CCCO1)C(Cl)(Cl)Cl)c1cccc2ccccc12 (stereo unspecified),9,8,5,15,·,11,-6,1,-8
CNC(=O)CSc1nnnn1-c1ccc2c(c1)OCCO2,-2,6,2,3,1.3,2,-2,·,-5
CCc1ccccc1NC1c2ccccc2C(=O)N1c1cccnc1 (stereo unspecified),-4,-21,0,32,1.2,2,-6,1,-6
O=C(Nc1ccc2c(c1)nc1n2CCN(Cc2ccccc2)C1)c1cccs1,5,-14,16,-9,1.1,-4,2,1.5,-1
Cc1ccc(S(=O)(=O)NCCc2ccccc2)cc1,-3,-12,8,7,1.3,8,-2,0.6,-7
CCn1ncc(Br)c1C(=O)Nc1cc(C)ccc1F,-1,-9,0,-10,1,5,-9,1,-16
CCCCCCCCCCOC(=O)c1csc2nnsc12,2,-2,16,3,1.1,2,-1,·,-15

# Taken from above:
# Result for Cc1ccc(S(=O)(=O)N2CCC(C(=O)N[C@H](C(=O)NC3CCS(=O)(=O)C3)C(C)C)CC2)cc1 (stereo partly specified) in PLK1 PBD inh: -7
# Result for CCn1ncc(Br)c1C(=O)Nc1cc(C)ccc1F in PLK1 PBD inh: -9
# Result for CNC(=O)CSc1nnnn1-c1ccc2c(c1)OCCO2 in PLK1 inh: -5
